Screening data as filed in PubChem.
AddAB inh: less growth of phage-infected E. coli with AddAB. E. coli expressing H. pylori AddAB, absorbance growth. inhibition, % at 11.9 µM. 330,000 tested, 0.29% active. AID 435030; in the data active = inhibition above about 12%;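 note: 0% = vehicle wells of infected cells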
HTR5A ag: counter-screen for OPRM1-OPRD1 agonists: human HTR5A agonism; HTR5A agonist assay, luminescence, cell-based; activation, % at 9.3 µM; 340,000 tested, 0.61% active; AID 504692; in the data active = activation mostly above about 9.5%, no sharp cut-off; inactive = mostly below about 7.6%;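 note: 0% = cells with vehicle only and 100% = reference agonist; strong numbers were not always called active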
PKA-R1A activ: PKA-R1A complex activation | PKA-R1A dissociation, Cy5-IP20 fluorescence polarization; scaled: DMSO 0%, 113 µM cGMP 100% | activation, % at 11.4 µM | 340,000 tested, 0.083% active;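 active = percent activation above the mean of all tested compounds plus 3 SD, cut at about 19% in these data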;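 note: higher means more PKAc released from R1A so a rise in polarization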
Ecoli viability: reduces bacterial viability in AddAB counter-screen; E. coli V3065 growth, OD600 absorbance, 18 h; AID 449728; 330,000 tested, 0.27% active; inhibition, % at 11.9 µM;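 active = inhibition above the campaign's mean inhibition across all tested compounds plus 3 SD, cut at about 9.9% in these data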;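 note: uninfected addAB+ strain grown without phage in ampicillin broth; 0% = DMSO wells and 100% = ciprofloxacin 0.95 µg/ml wells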
HTR5A inv ctr: inverse agonist of human HTR5A in OPRM1-OPRD1 counter-screen | P47898 | HTR5A cell line, luminescence, inverse agonism | inhibition, % at 9.3 µM | 340,000 tested, 0.083% active | AID 504634; in the data active = inhibition mostly above about 23%, no sharp cut-off; inactive = mostly below about 18%;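 note: 0% = cells with DMSO and 100% = no-cell wells with DMSO; some compounds called inactive have numbers as strong as hits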
PfHsp90 set2: growth inhibition of yeast expressing Plasmodium Hsp90; inhibition, % at 9.4 µM; S. cerevisiae expressing PfHsp90, BacTiter-Glo ATP, 48 h; yeast lacking PDR1 and PDR3 efflux regulators; AID 504621; 310,000 tested, 0.32% active;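 active = every replicate shows inhibition above about 80%, whatever the replicate mean, limit read from the data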;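 note: 0% = DMSO neutral controls and 100% = 20 µM radicicol positive controls; yeast relying on Plasmodium falciparum Hsp90 in place of its own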
OPRM1-OPRD1 inv: inverse agonist of human OPRM1-OPRD1 heterodimerization | P35372+P41143 | cell-based MOR-DOR heterodimer luminescence, inverse agonism | inhibition, % at 9.3 µM | 340,000 tested, 0.21% active; in the data active = inhibition above about 22%, passing the limit was not always enough;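 note: 0% = cells with DMSO and 100% = wells without cells with DMSO; values of inactives mirror those of a sister screen read the other way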
SUMO Mot1 rescue: blocks SUMOylation pathway, rescuing yeast Mot1-301 growth | S. cerevisiae Mot1-301 growth rescue, ATP luminescence, 38.5C; percent above DMSO median, 100 means doubled | growth rescue, % at 18.8 µM | 320,000 tested, 1% active;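 active = every valid replicate shows activation above 250% relative to neutral control wells; inactive = the rest, any valid replicate at or below 250%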;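 note: OY570 slx delta 5 strain wells were the positive control but not used for scaling; some compounds called inactive have numbers as strong as hits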
phage Ecoli inh: E. coli growth loss with phage present; growth absorbance; inhibition, % at 11.9 µM; 360,000 tested, 0.26% active; AID 651602; in the data active = inhibition above about 11%
DSG3 Ab inh: blocks pemphigus antibody binding to human desmoglein-3 | DSG3-coupled beads, scFv-anti-DSG3-GFP binding, flow cytometry; stronger effect = lower value | binding (percent of control), % at 10 µM | 310,000 tested, 0.48% active;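 active = binding more than 3 SD below its plate's average and above zero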;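 note: hits lower antibody fragment binding to DSG3; some compounds called inactive have numbers as strong as hits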
Target sequence (P32926 whole entry, looked up, the tested form may be a part): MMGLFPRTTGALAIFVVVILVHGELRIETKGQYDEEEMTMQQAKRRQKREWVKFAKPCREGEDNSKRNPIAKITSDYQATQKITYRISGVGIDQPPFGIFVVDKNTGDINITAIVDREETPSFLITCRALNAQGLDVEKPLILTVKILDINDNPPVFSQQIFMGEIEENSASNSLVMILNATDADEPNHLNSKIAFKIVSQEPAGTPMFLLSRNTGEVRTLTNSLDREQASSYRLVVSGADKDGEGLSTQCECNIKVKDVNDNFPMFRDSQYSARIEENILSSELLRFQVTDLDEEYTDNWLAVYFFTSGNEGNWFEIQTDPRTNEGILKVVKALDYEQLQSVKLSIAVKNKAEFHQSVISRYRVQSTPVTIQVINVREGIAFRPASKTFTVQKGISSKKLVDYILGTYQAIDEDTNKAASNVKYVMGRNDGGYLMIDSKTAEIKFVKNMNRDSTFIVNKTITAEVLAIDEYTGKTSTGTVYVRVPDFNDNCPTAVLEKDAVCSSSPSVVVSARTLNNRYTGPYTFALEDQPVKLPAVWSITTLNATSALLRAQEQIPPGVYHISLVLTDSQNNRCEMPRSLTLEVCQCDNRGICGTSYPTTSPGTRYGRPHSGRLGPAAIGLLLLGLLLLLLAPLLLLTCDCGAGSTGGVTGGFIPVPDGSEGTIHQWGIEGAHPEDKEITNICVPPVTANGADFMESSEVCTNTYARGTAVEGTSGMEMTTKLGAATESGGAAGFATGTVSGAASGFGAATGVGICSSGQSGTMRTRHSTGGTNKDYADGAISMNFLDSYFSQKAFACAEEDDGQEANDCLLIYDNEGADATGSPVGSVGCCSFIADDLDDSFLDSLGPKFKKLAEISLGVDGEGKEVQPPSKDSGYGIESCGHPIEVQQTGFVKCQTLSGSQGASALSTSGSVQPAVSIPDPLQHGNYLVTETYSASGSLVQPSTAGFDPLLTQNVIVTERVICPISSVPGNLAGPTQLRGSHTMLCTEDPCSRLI
MOR-DOR ag: agonists of human mu-delta opioid receptor heterodimerization. P35372+P41143. cells, OPRM1-OPRD1 heterodimerization, luminescence. activation, % at 9.3 µM. 340,000 tested, 0.3% active. AID 504326; in the data active = activation above about 18%;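 note: 0% = vehicle-treated cells and 100% = reference agonist; values of inactives mirror those of a sister screen read the other way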
Starred values were filed as active, the others as inactive; x = no result given. Rows were taken by chance; any-hit rate near 3.2%.

SMILES | AddAB inh | HTR5A ag | PKA-R1A activ | Ecoli viability | HTR5A inv ctr | PfHsp90 set2 | OPRM1-OPRD1 inv | SUMO Mot1 rescue | phage Ecoli inh | DSG3 Ab inh | MOR-DOR ag
CCOC(=O)CC1CCCCN1C(=O)c1cc(COc2cccc3cnccc23)on1 (stereo unspecified) | 2.2 | 1 | 9 | 0.0 | -5 | -44 | -8 | 0 | 2.2 | 117 | 1.6
Cc1ccc(-n2nc(C)c(NC(=O)CCl)c2C)cc1C | 3.2 | 4 | -1 | 2.8 | -32 | -14 | 14 | -3 | 1.8 | 86 | -2.8
COc1ccc(NC(=O)C2COc3ccccc3O2)cc1S(=O)(=O)N1CCOCC1 (stereo unspecified) | 0.6 | 6 | -6 | 0.5 | -18 | -14 | -3 | 20 | 0.4 | x | 0.6
COc1cc(OC)cc(-c2nnc(SCC(=O)Nc3cccc(C(=O)O)c3)s2)c1 | 1.0 | 0 | -8 | 1.0 | 0 | -21 | 3 | 10 | 3.7 | 100 | -0.6
O=C(OCC(=O)N1CCN(c2ccccc2)CC1)c1ccc(Cl)nc1 | 1.9 | -1 | -1 | 1.1 | -1 | 7 | 11 | -8 | 3.0 | 98 | -1.8
CCn1c2ccc(C)cc2c2n[nH]c(=S)nc21 | 3.0 | 5 | 3 | -0.1 | -19 | 18 | 19 | -24 | -0.4 | 111 | -3.9
O=C1CSc2ccc(C(=O)NCc3ccccn3)cc2N1 | 1.2 | 3 | 2 | 0.3 | 4 | x | 0 | -17 | 4.7 | 104 | -0.1
Cc1ccccc1NC(=O)CN1C(=O)CSc2ccc(S(=O)(=O)N3CCCC3)cc21 | 4.8 | -1 | 3 | 0.3 | 2 | 8 | 13 | -8 | 3.2 | 112 | -2.5
Cc1sc2nc(SCc3nnc(-c4cccs4)o3)n(C3CCCC3)c(=O)c2c1C | 1.1 | -4 | 0 | 2.1 | -17 | x | 4 | -11 | 3.2 | 100 | -0.7
NS(=O)(=O)c1ccc(CCNC(=O)NC23CC4CC(CC(C4)C2)C3)cc1 | 3.6 | 1 | 3 | 0.9 | -6 | -15 | 9 | -4 | 2.0 | 102 | -1.7
COC(=O)c1sccc1NC(=S)Nc1cc(OC)ccc1OC | 1.8 | -1 | 13 | 1.5 | 3 | 18 | -12 | 194 | 0.2 | 103 | 2.2
COc1ccc(CC(=O)Nc2cc(S(=O)(=O)Nc3ccc(OC)cc3)ccc2OC)cc1 | 2.4 | -5 | 0 | 1.6 | 12 | 14 | 9 | -2 | -1.0 | 108 | -2.1
Cc1ccc(SCc2[nH]nc3c2C(c2cccnc2)C(C#N)=C(N)O3)cc1 (stereo unspecified) | -0.3 | -3 | 3 | -2.1 | 0 | 14 | 2 | 96 | 0.6 | 101 | -0.3
O=C(NN1C(=O)C2C3C=CC(C3)C2C1=O)c1ccccc1 (stereo unspecified) | -0.7 | -1 | 7 | -1.9 | -9 | 13 | 25 | -31 | 3.9 | 110 | -5.5
O=[N+]([O-])c1cc(Br)cc(C=Nc2ccc3c(c2)OCO3)c1O | 2.7 | -4 | 1 | -2.4 | -8 | -9 | 7 | -31 | 1.9 | 98 | -1.4
CCN1C(=O)[C@H]2[C@@H](c3ccc(OC)cc3)N3C(=O)CN(CCOC)C(=O)[C@@]3(Cc3ccccc3)[C@H]2C1=O | 3.7 | 3 | 14 | -1.7 | -8 | x | 17 | 6 | 3.0 | 101 | -3.0
CCc1ccc(NC(=O)CC2C(=O)N(c3cccc(C)c3)C(=O)N2C2CC2)cc1 (stereo unspecified) | 99* | 0 | -4 | 53* | -19 | -20 | 1 | 1 | 3.8 | 90 | -0.2
CCn1c(-c2cccn(Cc3ccccc3)c2=O)n[nH]c1=S | 0.3 | 6 | 8 | -0.1 | -19 | -2 | -2 | -7 | 4.7 | 128 | 0.5
O=C1CN(S(=O)(=O)c2cc(C(F)(F)F)ccc2Cl)CCN1 | 2.5 | 2 | -9 | -2.6 | -8 | -3 | 1 | 2 | -0.2 | 105 | -0.1
Cc1cc(C)nc(-n2nc(C)cc2NC(=O)C(C)C)n1 | -1.2 | 8 | -1 | 1.0 | 14 | 18 | 9 | 3 | 0.5 | 104 | -1.9
O=C(COC(=O)c1ccccc1O)NNC(=O)c1ccc(Br)cc1 | x | 2 | -3 | x | -6 | -4 | -17 | x | -0.5 | 105 | 2.6
O=C(COC(=O)CCNS(=O)(=O)c1ccccc1)NC1CC1 | 1.0 | -3 | -2 | 1.0 | 9 | 24 | 7 | 6 | 2.6 | x | -1.8
COc1ccc(NC(=O)C2CCN(C(=O)c3ccco3)CC2)c(OC)c1 | 3.2 | 2 | 0 | 4.6 | -6 | -6 | 1 | 9 | 3.6 | 103 | -0.3
O=C(CCc1ccc(O)cc1)NNC(=S)NCCc1ccccc1 | -3.1 | 0 | -3 | -3.7 | 2 | -15 | 17 | -1 | 2.2 | 102 | -3.5
CCOc1ccc(N2C(=O)CS/C2=C(\C(Cl)=C(Cl)Cl)[N+](=O)[O-])cc1 | -0.1 | 1 | 9 | 1.2 | -1 | -28 | 2 | -22 | x | 98 | -0.3
CCC(C)Cn1cnc2c(SCc3ccccc3F)nc(N)nc21 (stereo unspecified) | x | 0 | -18 | x | -2 | 5 | 6 | x | 2.7 | x | -1.2
O=C(N=C1SC2CS(=O)(=O)CC2N1CCc1ccccc1)C1CC1 (stereo unspecified) | -0.8 | -4 | -9 | 0.8 | -6 | -1 | 8 | -3 | 0.3 | 104 | -1.5
COc1cccc(/C=C/C(=O)OCC(=O)NC(=O)NC2CCCCC2)c1 | 4.4 | 4 | 1 | 4.4 | -10 | 19 | -24 | -17 | 1.9 | 128 | 4.4
CNc1ccc(C(=O)N2CCN(S(=O)(=O)c3ccc4c(c3)OCCCO4)CC2)cc1[N+](=O)[O-] | -2.5 | 0 | -2 | 0.5 | 1 | -46 | 0 | 189 | 1.6 | x | -0.1
COC(=O)c1cccc(NC(=O)c2ccc3c(c2)C(=O)N(C(C)(C)C)C3=O)c1 | 5.8 | -2 | -16 | 3.6 | 6 | -3 | 8 | 2 | 1.1 | 116 | -1.6
Cc1ccccc1-c1nc(CS(=O)(=O)CC(=O)NCCN2CCOCC2)c(C)o1 | -3.0 | 3 | 7 | -1.3 | 2 | -4 | 5 | 2 | 0.8 | 84 | -0.9
Cc1ccc(C(=O)OCC(=O)Nc2ccc(Cl)cn2)cc1S(=O)(=O)N1CCOCC1 | x | 1 | -8 | x | 12 | -1 | 9 | x | 1.9 | 105 | -1.9
CSCC[C@H](NC(=O)[C@@H]1CSC2c3ccccc3C(=O)N21)C(=O)NC1CCCC1 (stereo partly specified) | 2.9 | -2 | 2 | -1.4 | -10 | 2 | 10 | -1 | -0.6 | 106 | -2.0
CNC(=O)Nc1cccc(-c2cc(-c3c(Cl)cccc3Cl)no2)c1 | 6.2 | 6 | -7 | 1.7 | -12 | -9 | -4 | -1 | 2.1 | x | 0.7
CC(C)OC(=O)CC1C(=O)NCCN1C(=S)NC(=O)c1ccc(F)cc1 (stereo unspecified) | 2.0 | 5 | 0 | -1.2 | -14 | 8 | -3 | -12 | 5.2 | 105 | 0.4
Cc1cc2c(c(=O)o1)C1(C(=O)N(C)c3ccccc31)C(C#N)=C(N)O2 (stereo unspecified) | 2.2 | -2 | 3 | -2.7 | 6 | 70 | 17 | -3 | 2.2 | x | -3.2
Cc1occc1C(=O)O/N=C(\N)c1ccccc1 | 2.5 | x | x | -0.7 | x | x | x | -5 | -0.6 | 101 | x
O=C(CN1CCN(S(=O)(=O)c2ccccc2)CC1)Nc1ccc(N2CCOCC2)cc1 | 0.9 | 2 | -6 | 2.0 | -32 | -22 | 5 | 16 | 4.3 | 114 | -0.9
O=C(c1cc2ccccc2o1)n1nnc2ccccc21 | -1.4 | 1 | -5 | 0.8 | 5 | 8 | 8 | 243 | 1.3 | 93 | -1.4
Cc1cc2oc(=O)cc(Cn3ccnc3)c2cc1Cl | -0.2 | 1 | -9 | -0.5 | -5 | 9 | 14 | -6 | -0.6 | 98 | -2.8
Cc1cc(C)n(CC(=O)NNC(=O)CCCOc2ccc(Cl)cc2C)n1 | -1.4 | -2 | -1 | -1.6 | 4 | -32 | 13 | -14 | -3.7 | x | -2.5
CCn1ccnc1CN(C)Cc1c(C(=O)N2C[C@@H](C)O[C@@H](C)C2)nc2ccc(Cl)cn12 | x | 3 | 9 | x | -8 | 1 | -4 | -7 | 1.9 | 101 | 0.7
COc1ccccc1NC(=S)c1ccccc1 | 3.5 | -4 | 3 | -1.2 | 13 | 1 | -2 | 41 | 4.2 | 103 | 0.4
O=C(NC1CCCC1)C1CCN(C(=O)NCc2ccccc2)CC1 | 4.2 | 1 | 0 | -0.1 | -11 | -6 | 20 | 13 | 2.7 | 103 | -4.0
OCCNCCSc1nc(C2CCCCC2)n(-c2ccccc2Cl)n1 | 0.4 | 0 | -8 | -1.5 | -17 | -2 | 10 | -18 | 2.6 | 104 | -1.8
COCCNCc1ccc(Cl)cc1Cl | 5.7 | 11 | -5 | -1.1 | -30 | 7 | 2 | 38 | 5.5 | 108 | -0.2
CC(C)C[C@]1(c2ccccc2)ON(c2ccccc2C(F)(F)F)C1=O | -1.0 | 2 | 4 | -1.8 | -6 | -10 | -10 | 22 | 1.7 | 106 | 1.7
CN(C(=O)c1cc(Cl)c2c(c1)OCCO2)c1c(N)n(Cc2ccccc2)c(=O)[nH]c1=O | x | 1 | 8 | x | -10 | x | 19 | x | 2.3 | 111 | -2.9
CCn1c(C)cc(C)c(C#N)c1=O | 0.6 | 1 | -3 | 1.1 | -2 | x | -7 | x | 2.0 | 112 | 1.5
CSc1cccc(NC(=S)N(CCN(C)C)C(C)c2ccccn2)c1 (stereo unspecified) | -4.5 | 11 | 4 | -4.2 | -29 | -1 | 19 | 103 | -2.3 | 85 | -3.5
COc1ccccc1/C=C/C(=O)NC(=S)N1CCOCC1 | -4.9 | -1 | -5 | -0.4 | 19 | 4 | 17 | 413* | 2.1 | 100 | -2.4
CCN(CC(=O)Nc1ccc(NC(C)=O)cc1)C(=O)C1COc2ccccc2O1 (stereo unspecified) | -0.1 | -2 | 1 | -0.4 | -16 | -17 | 6 | 7 | -0.4 | 99 | -1.1
COCCNC(=O)CSc1nnc(-c2ccc(C)cc2)c(-c2ccc(C)cc2)n1 | 2.4 | -1 | 1 | 0.5 | 1 | -47 | -6 | -12 | 3.3 | 98 | 1.4
O=c1nc(-c2ccccc2)n(-c2ccccc2)[nH]1 | 1.2 | -1 | 5 | -2.0 | 11 | -14 | 2 | -2 | 1.8 | 96 | -0.4
CCOc1ccccc1NC(=O)CSc1ccccc1 | 0.3 | -2 | 2 | -1.1 | 7 | -8 | -2 | -4 | 2.8 | x | 0.4
